Source: PubChem BioAssay
DENV2 CPE rescue – inhibitors of DENV2 cytopathic effect, primary screen, cell-based, plate reader, single concentration. CPE inhibition, % at 9.99 µM. DENV2-infected cells, cytopathic effect rescue. 350,000 compounds, 1.7% hits; in the data active means CPE inhibition above about 20%, passing the limit was not always enough; inconclusive means no clear call, values can overlap the other calls; tested in BHK-21 cells;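 further: 0% = median of neutral control wells and 100% = median of positive control wells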
S100A4 inh HTS – inhibitors of S100A4-myosin IIA peptide binding, primary screen, biochemical, fluorescence polarization, TAMRA-MyoIIA peptide. 360,000 compounds, 0.14% hits. Protein S100-A4 (Homo sapiens), P26447. inhibition, % at 10.7 µM;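 active means mean inhibition of at least 70% across replicates, with every replicate also reaching that level; inconclusive means mean inhibition reaches 70% but some replicates fall short; inactive means mean inhibition below 70%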
Target sequence (P26447 whole entry, looked up): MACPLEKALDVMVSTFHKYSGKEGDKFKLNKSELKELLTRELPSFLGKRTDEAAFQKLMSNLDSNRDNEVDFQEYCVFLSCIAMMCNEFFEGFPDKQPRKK
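Test system: S100A4 monomer protein; Medium: HEPES pH 7.2 with CaCl2, KCl, NaCl, DTT, Triton; Probe or stimulus: TAMRA-labelled myosin IIA heavy-chain peptide probe, 5 nM; Doses: one dose per compound; Times: polarization read 5 min after assay mix addition, stable 5–60 min; Benchmarks: neutral control DMSO, positive control TFP.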
E-sel inducer – E-selectin induction in HUVECs, primary screen, imaging, HUVEC, immunofluorescence imaging, single point. P16581. normalized: neutral wells 0, TNF-alpha wells 100. activation, % at 7.58 µM. 260,000 compounds, 0.37% hits;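 active means mean E-selectin-positive cell signal at least 10% of the positive control, reached in at least 60% of replicates, without over 20% cell loss; inconclusive means no rule given, readout overlaps actives, possibly toxicity-flagged; inactive means the rest, including those meeting only one limit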;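 further: in these data hits start at about 27%; measured in HUVEC primary endothelial cells; signal is the percent of cells scored E-selectin positive by PE staining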
Target sequence (P16581 whole entry, looked up): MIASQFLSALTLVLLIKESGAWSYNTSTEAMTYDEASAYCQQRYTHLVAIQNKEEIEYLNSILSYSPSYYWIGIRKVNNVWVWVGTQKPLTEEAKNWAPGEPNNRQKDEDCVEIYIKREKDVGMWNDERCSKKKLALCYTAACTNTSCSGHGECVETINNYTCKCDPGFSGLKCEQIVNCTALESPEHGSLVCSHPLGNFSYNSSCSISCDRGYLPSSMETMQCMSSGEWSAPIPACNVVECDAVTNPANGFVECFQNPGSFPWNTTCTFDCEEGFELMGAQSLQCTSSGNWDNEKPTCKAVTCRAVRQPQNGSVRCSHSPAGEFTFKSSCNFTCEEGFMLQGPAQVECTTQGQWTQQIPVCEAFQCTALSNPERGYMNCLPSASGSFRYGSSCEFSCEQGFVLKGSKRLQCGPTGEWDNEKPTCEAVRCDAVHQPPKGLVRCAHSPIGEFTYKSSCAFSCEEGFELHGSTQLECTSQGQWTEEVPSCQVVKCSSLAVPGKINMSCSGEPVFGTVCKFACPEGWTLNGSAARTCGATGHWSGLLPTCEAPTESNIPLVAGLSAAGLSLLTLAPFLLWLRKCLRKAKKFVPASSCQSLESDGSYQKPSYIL
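Test system – human umbilical vein endothelial cells (HUVEC), E-selectin induction · Input – 3,000 HUVEC seeded per well · Buffer or medium – EGM-2, gelatin · Compound dosing – single-point compound dose · Detection – immunofluorescence imaging · Measure – percent E-selectin-positive cells · Controls – TNF-alpha high, DMSO low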
SIRT5 block – SIRT5 desuccinylase inhibitors, primary screen, biochemical, fluorescence imaging, single point, set 5. 330,000 compounds, 1.1% hits. AID 652115, 2013. NAD-dependent protein deacylase sirtuin-5, mitochondrial (Homo sapiens), Q9NXA8. inhibition, % at 15 µM. Purified SirT5, succinyl-peptide AMC, trypsin-coupled fluorescence; in the data active means inhibition above about 15%; inconclusive means no clear call, values can overlap the other calls
Target sequence (Q9NXA8 whole entry, looked up): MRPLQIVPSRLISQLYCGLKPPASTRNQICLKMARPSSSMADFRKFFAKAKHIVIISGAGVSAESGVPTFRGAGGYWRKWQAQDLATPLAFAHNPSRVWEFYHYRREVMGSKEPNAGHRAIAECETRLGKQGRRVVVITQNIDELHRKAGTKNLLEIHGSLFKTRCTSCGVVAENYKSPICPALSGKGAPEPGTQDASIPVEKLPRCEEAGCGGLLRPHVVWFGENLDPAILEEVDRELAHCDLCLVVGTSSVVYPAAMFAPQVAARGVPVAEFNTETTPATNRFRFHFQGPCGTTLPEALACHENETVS
PglD DTNB – C. jejuni PglD acetyltransferase inhibitors, primary screen, biochemical, DTNB colorimetric, single point; UDP-N-acetylbacillosamine N-acetyltransferase PglD (Campylobacter jejuni); purified PglD enzyme, DTNB colorimetric CoA detection; inhibition, % at 12.5 µM; 360,000 compounds, 0.098% hits; AID 602405, 2012; in the data active means inhibition above about 16%, passing the limit was not always enough; inconclusive means no clear call, values can overlap the other calls; further: strong numbers were not always called active
ERp5 block – inhibitors of ERp5-driven insulin aggregation, primary screen, biochemical, turbidity, absorbance 650 nm, single point | Protein disulfide-isomerase A6 (Homo sapiens), Q15084 | 90 min | inhibition, % at 9.99 µM | 350,000 compounds, 0.05% hits;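 active means mean replicate inhibition above about 25%, with every replicate also reaching it, limit read from the data, passing the limit was not always enough; inconclusive means only one of those two criteria met; inactive means neither criterion met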
Statin myotox sup – suppressors of statin myotoxicity in C2C12 myotubes, primary screen, cell-based, single point, plate reader | C2C12 myotubes + simvastatin, ATP luminescence, 48 h; scaled: DMSO 0, geranylgeraniol control 100 | rescue of ATP level, % at 7.49 µM | 330,000 compounds, 0.78% hits | AID 602340, 2012;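 active means mean ATP rescue above about 67%, or every replicate alone reaching that limit, limit read from the data, passing the limit was not always enough; inconclusive means no clear call, values can overlap the other calls; inactive means mean under the limit and some replicate under it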;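 further: myotubes were challenged with 10 µM simvastatin during compound exposure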
The depositor's hits bear a star; ? = inconclusive; / = not tested or not shown. Some of the compounds tested (hit frequency here may not be typical).

SMILES | DENV2 CPE rescue | S100A4 inh HTS | E-sel inducer | SIRT5 block | PglD DTNB | ERp5 block | Statin myotox sup
CC(NC(=O)c1ccccc1)C(=O)NC1CCCc2ccccc21 (stereo not drawn) | 2.7 | -17.5 | / | -1.6 | / | -4.3 | -1.0
O=C1/C(=C/c2ccc(O)c([N+](=O)[O-])c2)SC(=S)N1Cc1ccccc1 | 7.7 | -4.5 | -0.5 | -1.2 | 7.4 | -1.1 | -33.7
Cc1cc(NC(=O)c2cccc([N+](=O)[O-])c2)no1 | 4.3 | 7.2 | / | -5.8 | / | 2.8 | /
CCC(=O)N(C)C[C@H]1Oc2ncc(-c3ccc(C#N)cc3)cc2C(=O)N([C@@H](C)CO)C[C@H]1C | -3.3 | -6.9 | 0.1 | -1.7 | 3.5 | 2.3 | -8.2
CCOC(=O)CN1C(=O)S/C(=C\c2ccc(-c3cccc(C(=O)O)c3C)o2)C1=O | -1.5 | -0.4 | 0.3 | 3.6 | -9.3 | 1.6 | /
CN(C)S(=O)(=O)c1cc(NC(=O)c2ccc(-n3ccnc3)c([N+](=O)[O-])c2)ccc1Cl | -6.8 | -2.9 | / | 0.9 | 1.7 | 2.5 | -26.0
COc1cc(CN2CCN(c3ncc(Cc4ccccc4)cn3)CC2)cc(OC)c1 | -5.0 | -11.8 | 0.0 | -2.8 | / | -1.7 | /
Nc1nc(N)c2[nH]c(=S)[nH]c2n1 | 13.3 | 4.0 | / | -0.3 | -2.0 | 1.6 | 4.5
CO[C@@H](C(=O)N(C)C[C@H]1OCc2ccccc2-c2c(n(C)c3ccccc23)C(=O)N([C@H](C)CO)C[C@H]1C)c1ccccc1 | -4.8 | 8.8 | -2.6 | -2.6 | 0.2 | -7.3 | 6.4
CCc1ccc(NC(=O)COC(=O)/C=C/c2ccco2)cc1 | -7.0 | -5.2 | -0.2 | -1.0 | -3.9 | 5.4 | -3.1
C[C@@H]1CCCCO[C@H](CN(C)CC2CCCCC2)[C@@H](C)CN([C@@H](C)CO)C(=O)c2cc(NS(=O)(=O)c3cccs3)ccc2O1 | -0.8 | -2.9 | -0.2 | -0.9 | 1.7 | 7.1 | /
CCC(C)NS(=O)(=O)c1cc2c3c(c1)CCN3C(=O)CC2 (stereo not drawn) | -4.2 | 5.6 | 4.8 | -1.3 | 12.4 | 0.2 | 11.9
C[C@@H]1CCCCO[C@H](CN(C)S(=O)(=O)c2ccc(Cl)cc2)[C@@H](C)CN([C@H](C)CO)C(=O)c2cc(NC(=O)CCCCCC(=O)Nc3ccccc3N)ccc2O1 | -6.8 | -11.2 | / | 0.4 | / | 4.1 | /
CCOc1ccc(-n2c(C)nc(O)c2N=Nc2ccccc2)cc1 | -5.9 | -2.6 | 1.0 | -3.9 | / | ? | /
CCCN(CCC)CCCNC(=O)C1CCN(S(=O)(=O)c2cccc3nsnc23)CC1 | 5.7 | -6.8 | / | 0.6 | 2.3 | 7.3 | -12.1
COc1cc(C(=O)NCC(=O)NCCSc2ccc(Br)cc2)cc(OC)c1OC | 7.4 | 0.9 | 0.4 | -2.7 | / | -2.5 | -9.6
Nc1nc2c(ncn2[C@@H]2O[C@H](C(=O)N[C@H](Cc3ccccc3)C(=O)NC3CCCCC3)[C@@H](O)[C@H]2O)c(=O)[nH]1 | 1.7 | -15.0 | -0.1 | 0.6 | / | 5.7 | /
C[C@@H]1CN([C@@H](C)CO)C(=O)Cc2cc(NS(=O)(=O)c3ccccc3)ccc2O[C@@H]1CN(C)Cc1ccc(C(=O)O)cc1 | 8.0 | 20.4 | 0.0 | -7.7 | / | -8.4 | 8.2
COc1cc(C(=O)N2CCN(S(=O)(=O)c3cc(C)ccc3C)CC2)ccc1OCC(=O)N1CCOCC1 | 0.2 | -2.7 | 0.0 | -5.7 | -6.8 | 0.4 | -5.7
CCC(=O)N1C[C@H]2[C@@H](c3ccccc31)[C@H](CO)N2Cc1ccc(F)cc1 | 0.4 | 4.6 | -0.1 | -4.0 | -1.3 | 7.2 | 10.7
CCNC(=O)Nc1ccc2c(c1)C(=O)N(C)[C@@H]1CC[C@H](CC(=O)N[C@@H](C)c3ccccc3)O[C@H]1CO2 | 1.1 | 13.7 | 0.2 | 0.8 | -1.8 | -3.6 | -12.7
COc1ccc(N2CCN(C(=O)c3c(Cl)cnn3C)CC2)cc1 | -5.2 | -2.8 | 1.1 | -0.5 | -8.7 | 2.9 | -4.9
O=C1N[C@H](c2ccccc2)COCc2cn(nn2)CC[C@@H]1Cc1ccccc1 | -4.7 | 0.4 | -0.1 | -0.8 | / | 5.2 | /
O=C(NC1CCCCCC1)C(=S)N1CCOCC1 | -3.8 | -0.2 | / | -0.3 | / | -6.0 | /
CC(C(=O)Nc1ccc(F)c(F)c1)N1CCN(C)CC1 (stereo not drawn) | 2.9 | -4.2 | / | -1.5 | -7.0 | 0.9 | -4.9

An excerpt from above in order of their number in PglD DTNB, rising:
Structure,PglD DTNB
CC(C(=O)Nc1ccc(F)c(F)c1)N1CCN(C)CC1 (stereo not drawn),-7.0
CCNC(=O)Nc1ccc2c(c1)C(=O)N(C)[C@@H]1CC[C@H](CC(=O)N[C@@H](C)c3ccccc3)O[C@H]1CO2,-1.8
O=C1/C(=C/c2ccc(O)c([N+](=O)[O-])c2)SC(=S)N1Cc1ccccc1,7.4

New compounds follow:
SMILES | DENV2 CPE rescue | S100A4 inh HTS | E-sel inducer | SIRT5 block | PglD DTNB | ERp5 block | Statin myotox sup
O=C(COc1ccc2c(-c3ccccc3)cc(=O)oc2c1)NC(Cc1c[nH]c2ccccc12)C(=O)O (stereo not drawn) | -6.8 | 1.3 | 0.1 | -4.9 | 0.1 | 0.7 | 3.9
CN(Cc1ccc(C(F)(F)F)cc1)C(=O)c1ccc2ccccc2n1 | 4.6 | -0.5 | 0.1 | -2.0 | -1.2 | -2.4 | 3.4
Cc1cc(C)nc(SCc2cc(=O)c(OC(=O)c3cccc([N+](=O)[O-])c3)co2)n1 | -3.8 | 1.3 | / | 1.0 | 11.2 | 3.2 | /
CC(=O)NC(C)c1cc(Cl)c2ccccc2c1O (stereo not drawn) | 8.1 | -1.2 | -0.1 | / | 2.5 | 2.9 | 0.4
Cc1ccc(C(=O)N2CCC(C(=O)c3ccc(Cl)cc3)CC2)cc1 | -3.7 | -0.3 | / | -0.9 | -8.0 | -0.4 | 26.2
CCC(=O)N1C[C@@H](C)[C@H](OC)CN(C)C(=O)c2cc(NC(=O)c3ccccc3)ccc2OC[C@@H]1C | -1.6 | 10.3 | -0.1 | -2.6 | 1.9 | -0.8 | -10.4
CN1c2ccc(-c3cccc(F)c3)cc2[C@@H]2[C@@H](CCN2C(=O)C2CCCC2)[C@@H]1CO | / | / | 0.1 | / | -0.6 | / | 21.9
Cc1c(C(=O)N(Cc2ccco2)Cc2cccs2)oc2ccccc12 | 6.4 | -2.6 | / | 0.4 | -1.2 | -1.1 | 3.5
C[C@H]1CN([C@@H](C)CO)C(=O)CCCn2nncc2CO[C@@H]1CN(C)C(=O)CCCN(C)C | -8.8 | -7.7 | 0.3 | 22.1* | -0.4 | -0.9 | -17.7
COCC(=O)Nc1ccc2c(c1)C(=O)N(C)C[C@@H](OC)[C@@H](C)CN(C(=O)Cc1cccnc1)[C@@H](C)CO2 | -0.9 | -4.2 | 0.0 | 2.4 | -3.6 | 1.3 | 19.1
CC(=O)O[C@H]1CC[C@@]2(C)C(=CC[C@H]3[C@@H]4CC[C@H](C(C)=O)[C@@]4(C)CC[C@@H]32)C1 | -1.0 | -4.7 | 1.0 | 5.6 | 4.0 | -0.9 | 0.7
O=C(NCCc1ccc(Cl)cc1)c1n[nH]c2ccccc12 | -1.0 | 2.5 | 11.1 | -0.9 | / | 3.4 | /
O=C(NCc1ccncc1)c1ccc(Cl)c(S(=O)(=O)N2CCCCC2)c1 | -1.8 | 0.7 | / | 17.8* | / | -6.1 | /
CCCCn1c(C(C)NC(=O)CCC)nc2ccccc21 (stereo not drawn) | -0.9 | -1.6 | 2.9 | 0.3 | 1.6 | 12.3 | 3.0
CC1=[N+](C)c2c(ccc3cccnc23)C1(C)C | 2.0 | 159.1* | 196.2* | -1.5 | / | 3.0 | /
O=C(C[C@@H]1CC[C@H]2[C@@H](COC[C@@H](O)CN2Cc2ccccc2F)O1)N1CCc2ccccc2C1 | -0.1 | 2.0 | 0.0 | -0.6 | 2.9 | -1.5 | 29.4
COC(=O)[C@]12C[C@H](CC(=O)NCC3CCCCC3)C(=O)N(Cc3ccc4c(c3)OCO4)C1=C[C@H](COCc1ccccc1)O[C@@H]2C | -3.4 | 2.6 | -0.1 | / | / | 0.7 | /
C[N+]1(C)CC2=Cc3ccccc3CC2C1 (stereo not drawn) | -5.0 | 1.7 | / | 0.8 | / | 5.9 | /
Cc1ccc(OCC(=O)Nc2ccc(-n3cnnn3)cc2)c(C)c1 | -3.3 | -2.7 | 0.3 | -4.9 | 2.1 | -4.2 | 1.7
Cc1ccc(-c2ccc3c(c2)O[C@H](CN(C)C(=O)CN(C)C)[C@@H](C)CN([C@H](C)CO)S3(=O)=O)cc1 | 9.2 | 0.5 | 0.5 | 2.4 | -4.4 | 6.2 | 13.6
CCC(=O)c1ccc(OCC(=O)NCCC2=CCCCC2)c(OC)c1 | -2.3 | -0.9 | -0.1 | -2.6 | -0.7 | 1.4 | 3.0
Cc1cccc(-c2ccc([C@@H]3[C@@H](CO)N4CCCCN(S(=O)(=O)c5cn(C)cn5)C[C@H]34)cc2)c1 | -1.6 | 2.6 | -0.1 | -0.4 | 5.2 | 0.2 | /
CC(C)NC(=O)N1Cc2cc(C(=O)NC3Cc4ccccc4C3)nc(-c3cccc(-c4cccnc4)c3)c2[C@@H]1CCO | -6.5 | -2.2 | 0.0 | 5.6 | 5.1 | -1.8 | -19.7
COc1ccc(-n2nc(C(=O)NCC(=O)Nc3cccc(Cl)c3)c3ccccc3c2=O)cc1 | -3.3 | -3.3 | / | -8.2 | 4.1 | 3.4 | -6.7
CC(=O)Nc1ccc(NC(=O)C2C3C=CC(C3)C2C(=O)O)cc1 (stereo not drawn) | 14.5 | 2.2 | 0.0 | -0.8 | -4.5 | -0.5 | -4.6

The results go on.
SMILES | DENV2 CPE rescue | S100A4 inh HTS | E-sel inducer | SIRT5 block | PglD DTNB | ERp5 block | Statin myotox sup
CCc1ccc(OCC(=O)c2c(O)c3ccccc3oc2=O)cc1 | -5.2 | 0.5 | 1.4 | 5.0 | / | 2.3 | /
O=C(NCCc1ccccc1)c1cccc(N2C(=O)C3CC=CCC3C2=O)c1 (stereo not drawn) | ? | 4.1 | -1.8 | / | / | -1.5 | /
CN(C)CC#Cc1ccc([C@H]2[C@@H](CO)N3C(=O)CN(C(=O)c4ccc(F)cc4)C[C@H]23)cc1 | ? | 10.9 | -0.2 | -0.4 | / | 0.9 | /
CCCCCCc1ccc(OCC(=O)OC)cc1OCC(=O)OC | -2.4 | 5.8 | / | 22.9* | / | 6.0 | /
Cc1c(C(=O)N(C)c2ccccc2Cl)cnn1-c1ccccc1 | 2.7 | 3.0 | / | -5.3 | -2.7 | 1.0 | 6.1
O=C(Cc1ccncc1)Nc1ccc2c(c1)[C@@H]1C[C@H](CC(=O)NC3CCCC3)O[C@H](CO)[C@@H]1O2 | -5.7 | -2.9 | -0.1 | -3.1 | 2.2 | 0.8 | -5.0
